Source: PubChem BioAssay
Keap1 Nrf2 FP: disrupts human Keap1 binding to Nrf2 peptide; Keap1 Kelch-Nrf2 peptide fluorescence polarization, 1536-well; inhibition, % at 9.4 µM; 0.15% of 340,000 active; AID 504523; in the data active = inhibition above about 12%;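 also: human Keap1 Kelch domain with fluorescein labeled Nrf2 9mer peptide probe; 0% = neutral control wells and 100% = peptide positive control; higher means more block of Keap1 binding to Nrf2 peptide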
Target sequence (Q14145 whole entry, looked up, the tested form may be a part): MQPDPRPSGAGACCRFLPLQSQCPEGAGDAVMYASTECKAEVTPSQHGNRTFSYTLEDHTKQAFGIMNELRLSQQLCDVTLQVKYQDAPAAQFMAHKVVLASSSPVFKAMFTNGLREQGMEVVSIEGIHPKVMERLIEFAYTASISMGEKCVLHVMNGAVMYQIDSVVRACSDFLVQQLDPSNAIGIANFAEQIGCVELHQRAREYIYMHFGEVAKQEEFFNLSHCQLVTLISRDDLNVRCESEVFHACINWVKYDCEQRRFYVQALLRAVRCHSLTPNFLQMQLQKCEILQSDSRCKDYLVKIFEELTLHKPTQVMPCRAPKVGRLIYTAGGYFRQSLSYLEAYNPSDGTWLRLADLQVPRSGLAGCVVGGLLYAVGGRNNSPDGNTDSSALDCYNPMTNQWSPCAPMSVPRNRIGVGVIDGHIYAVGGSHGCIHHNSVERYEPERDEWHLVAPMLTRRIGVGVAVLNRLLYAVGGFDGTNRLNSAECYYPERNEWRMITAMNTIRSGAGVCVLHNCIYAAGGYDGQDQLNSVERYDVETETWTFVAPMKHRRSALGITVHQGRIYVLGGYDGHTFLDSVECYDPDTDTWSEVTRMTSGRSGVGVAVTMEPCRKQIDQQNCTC
Cardiac RTF inh: cardiac RTF calcium desensitization; P19429+P45379; inhibition, % at 7.15 µM; IANBD-labeled cardiac RTF, Ca2+ fluorescence; 0.12% of 340,000 active;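 active = inhibition above the mean inhibition of all tested compounds plus 3 SD, cut at about 17% in these data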;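 also: assay run at fixed EC70 calcium of 1.6 mM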
Rtt109 Vps75: blocks Candida albicans Rtt109/Vps75 acetyltransferase activity. purified Rtt109/Vps75, ThioGlo CoA-SH fluorescence, 4 h. inhibition, % at 34.9 µM. 0.16% of 330,000 active. AID 540336;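 active = inhibition of at least 50% in every replicate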
Target sequence (Q5AAJ8 whole entry, looked up): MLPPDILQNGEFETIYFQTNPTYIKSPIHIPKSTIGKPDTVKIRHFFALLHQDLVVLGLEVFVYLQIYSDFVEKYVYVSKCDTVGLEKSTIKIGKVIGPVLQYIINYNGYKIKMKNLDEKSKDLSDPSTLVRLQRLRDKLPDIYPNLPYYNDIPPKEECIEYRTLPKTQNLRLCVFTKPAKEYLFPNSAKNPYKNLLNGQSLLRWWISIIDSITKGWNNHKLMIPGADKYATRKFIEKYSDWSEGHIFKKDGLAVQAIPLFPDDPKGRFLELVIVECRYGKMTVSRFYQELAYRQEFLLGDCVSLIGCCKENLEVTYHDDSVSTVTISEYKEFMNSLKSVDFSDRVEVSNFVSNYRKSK
C-LANA FP: inhibitors of KSHV LANA C-terminal domain DNA binding; MBP-C-LANA/FAM-LBS DNA binding, fluorescence polarization; inhibition, % at 9 µM; 0.078% of 340,000 active;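 active = highest replicate inhibition at or above 60% at 9 µM, even if other replicates fall short; inactive = all replicates below 60% inhibition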;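 also: 0% = neutral control wells and 100% = 4 µM acridine orange control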
CAL PDZ FP-1: CAL PDZ (human) peptide binding inhibition; purified CAL PDZ, TMR-peptide fluorescence polarization, 1 h; Q9HD26; AID 602252; 0.92% of 300,000 active; inhibition, % at 24.9 µM;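 active = mean inhibition of at least 30% with at least half of replicates also reaching 30%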;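 also: 0% = DMSO neutral control and 100% = excess unlabeled competitor peptide PRC23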
CAL PDZ FP-2: human CAL PDZ-peptide interaction inhibition; purified CAL PDZ, TMR-peptide fluorescence polarization, 1 h; 0.02% of 330,000 active; inhibition, % at 20 µM; AID 504414; Q9HD26;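 active = highest replicate inhibition of at least 40%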;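 also: plate controls were DMSO neutral control wells for no effect and unlabeled competitor peptide control wells for full effect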
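System: purified tagged CAL PDZ domain construct (CerCALP). Schedule: 1 h incubation at room temperature before polarization reading. Medium: 25 mM sodium phosphate pH 7.4, 150 mM NaCl, TCEP, IgG, Thesit. Read-out: percent inhibition from loss of millipolarization. Measured by: FP readout, S and P plane fluorescence. Probe or stimulus: fluorescent TMR peptide probe.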
SR-BI uptake up: enhances SR-BI lipid uptake from DiI-HDL; CHO ldlA[mSR-BI] cells, DiI-HDL uptake fluorescence, 3 h; 100 = double the neutral-control signal; activation, % at 12.5 µM; 0.096% of 320,000 active;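 active = mean replicate activation of at least 60% and every replicate at or above 60%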;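 also: 0% = median plate neutral-control signal and 100% = twice that signal; values of inactives mirror those of a sister screen read the other way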
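Test system: SR-BI-overexpressing, LDLR-lacking CHO cells; Medium: Ham's F12 with 0.5% BSA, HEPES 25 mM, pH 7.4; Schedule: 3 h, 37 °C; Technique: bottom-read fluorescence, 550/595 nm.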
DAGLB inhibitor: blocks human DAGLB lipase activity. Q8NCG7. HEK293T DAGLB membrane lysate, EnzChek fluorogenic substrate. inhibition, % at 5.17 µM. 0.059% of 340,000 active. AID 504411; in the data active = inhibition above about 34%;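 also: 0% = enzyme with vehicle and 100% = wells lacking enzyme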
cardiac RTF act: increases calcium sensitivity of human cardiac regulated thin filaments | activation, % at 7.2 µM | IANBD-labeled TnC RTF fluorescence at EC20 calcium; 0% EC20 calcium, 100% full calcium | 0.24% of 340,000 active | P19429+P45379;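 active = activation above the mean over all tested compounds plus 3 SD, cut at about 30% in these data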;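 also: rise in fluorescence read as greater calcium sensitivity of cardiac thin filaments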
PKA-R2B act: PKA-R2B complex activation | 0.079% of 340,000 active | AID 504700 | activation, % at 11.4 µM | PKA-R2B holoenzyme dissociation, Cy5-IP20 fluorescence polarization; R2B truncated from residue 108, S112A mutant; 0% DMSO only, 100% 113 µM cGMP | P22694+P31323;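 active = activation above a cutoff set at the mean over all compounds plus 3 SD, cut at about 18% in these data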;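 also: higher means more holoenzyme dissociation and a rise in polarization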
An asterisk follows results filed as active; / = no result given.

SMILES	Keap1 Nrf2 FP	Cardiac RTF inh	Rtt109 Vps75	C-LANA FP	CAL PDZ FP-1	CAL PDZ FP-2	SR-BI uptake up	DAGLB inhibitor	cardiac RTF act	PKA-R2B act
O=C(NCC(=O)N1CCOCC1)c1ccc(Br)cc1	4	-3	-3	2.3	0	-2.0	13	-2	-2	5
Cc1cccc(C(C)C)c1NC(=O)c1ccc(CN(c2ccccc2)S(=O)(=O)c2ccccc2)cc1	5	-6	3	-0.2	-6	-0.4	-31	1	5	-11
Cc1ccc2onc(CC(=O)O)c2c1	-2	-12	-4	-0.9	-2	-0.8	11	-2	0	0
Cc1cc2c(cc(C(=O)OC(C(=O)NCc3ccco3)C(C)C)n2C)o1 (centres undefined)	-3	3	22	1.4	1	-2.4	-32	-14	-3	-4
CCOC(=O)C1CCCN(C(=O)c2ccc3ncsc3c2)C1 (centres undefined)	-2	3	2	-1.8	/	0.2	-9	1	-8	-5
Cc1nc2ccccc2c(=O)n1NC(=O)c1ccc(F)cc1Cl	4	-11	-8	-1.8	-3	-1.7	20	0	0	2
O=C(NC1CCCCC1)C(c1ccco1)N(C(=O)c1csnn1)C1CCCC1 (centres undefined)	2	-11	1	1.4	5	-0.9	14	0	-4	1
Nc1ccc2c(c1)N1CCN=C1S2	0	-3	1	-1.8	-5	0.9	22	0	1	-2
CCOC(=O)C1C(=O)C=C(c2ccc(C)cc2)CC1c1ccccc1 (centres undefined)	4	-9	0	-1.1	1	-2.6	-8	-9	4	8
CSc1ccc(Cl)c(C(=O)N2CCN(CC(=O)N3CCCC3)CC2)c1	-5	-2	-4	-1.6	/	-0.4	3	1	0	2
N#C/C(=C\c1ccc(-c2ccccc2[N+](=O)[O-])o1)C(=O)Nc1nc(-c2cccs2)cs1	-3	1	-8	-0.5	6	0.1	-7	20	0	-10
Nc1ccccc1OCP(=O)(c1ccccc1)c1ccccc1	1	3	-2	1.2	4	-0.3	-3	-1	5	-11
COc1ccc(CCNS(=O)(=O)c2ccc(Br)cc2)cc1	4	1	6	-0.3	3	/	33	-3	-12	1
CC(=O)N1c2c(cc(Br)cc2S(=O)(=O)NCc2ccc(C)cc2)CC1C (centres undefined)	7	1	-2	0.1	-1	-0.9	/	0	4	-7
N#Cc1nc(Cc2ccccc2)oc1NCCN1CCOCC1	3	10	-2	-0.2	-3	-1.1	-6	0	-4	-4
O=C(Cc1ccc(Cl)c(Cl)c1)Nc1ccc(SC(F)F)cc1	3	6	24	-0.4	-6	-1.6	-11	-11	0	-2
O=C(/C=C/c1ccc([N+](=O)[O-])cc1)c1cccs1	-4	-20	11	-1.4	-5	-1.8	-12	1	6	5
COC(=O)Oc1ccc(/C=N/NC(=O)CSCc2ccccc2Br)cc1OC	-2	4	7	-1.3	-1	-1.0	/	1	3	-8
COc1ccc(C(CNC(=O)COc2ccccc2)N2CCCCC2)cc1 (centres undefined)	-5	-8	2	-1.1	1	-3.4	-2	-3	1	2
O=C(O)CC(c1ccccc1)N1C(=O)c2cccc([N+](=O)[O-])c2C1=O (centres undefined)	0	-2	-2	-1.4	15	0.7	3	-3	-5	-4
O=C(CCS(=O)(=O)Cc1ccccc1)NCCc1ccccc1	1	-13	4	-0.1	-7	-2.6	6	-1	-1	-7
CCCCNc1cc(C)nc(N2CCOCC2)n1	-5	-8	-2	-1.1	-1	-0.1	15	-4	-2	-8
CC1CC(=O)N(CC(=O)Nc2ccc(Br)cc2)c2ccccc2S1(=O)=O (centres undefined)	-8	-2	-10	0.7	-3	-2.8	7	1	6	-5
CN(C)CCNC(=O)c1ccc2c(c1)N(Cc1ccc(F)cc1)CCS2	-2	1	-133	-2.2	/	0.1	-25	3	-1	-5
CCCOc1ccc(OCCCCNC(C)CC)cc1 (centres undefined)	4	-3	10	1.5	-9	-0.2	7	-2	-2	-8

A run of entries from the list above, for reference:
SMILES	Keap1 Nrf2 FP	Cardiac RTF inh	Rtt109 Vps75	C-LANA FP	CAL PDZ FP-1	CAL PDZ FP-2	SR-BI uptake up	DAGLB inhibitor	cardiac RTF act	PKA-R2B act
CCCCNc1cc(C)nc(N2CCOCC2)n1	-5	-8	-2	-1.1	-1	-0.1	15	-4	-2	-8
CC1CC(=O)N(CC(=O)Nc2ccc(Br)cc2)c2ccccc2S1(=O)=O (centres undefined)	-8	-2	-10	0.7	-3	-2.8	7	1	6	-5
CN(C)CCNC(=O)c1ccc2c(c1)N(Cc1ccc(F)cc1)CCS2	-2	1	-133	-2.2	/	0.1	-25	3	-1	-5
CCCOc1ccc(OCCCCNC(C)CC)cc1 (centres undefined)	4	-3	10	1.5	-9	-0.2	7	-2	-2	-8

Next part
SMILES	Keap1 Nrf2 FP	Cardiac RTF inh	Rtt109 Vps75	C-LANA FP	CAL PDZ FP-1	CAL PDZ FP-2	SR-BI uptake up	DAGLB inhibitor	cardiac RTF act	PKA-R2B act
Cc1ccc(NC(=O)CN2C(=O)NC(C)(c3ccccc3)C2=O)c(C)c1 (centres undefined)	0	8	20	13	-6	-2.4	15	-2	-5	-9
Cc1ccc2c(c1)/C(=N/O)CCS2	4	-14	1	0.2	-3	-2.2	25	-1	5	3
CCCN(C(=O)c1cccc(S(=O)(=O)N2CCN(Cc3ccccc3)CC2)c1)C1CCS(=O)(=O)C1 (centres undefined)	-2	-1	5	0.6	-1	-3.7	21	0	-3	-11
CCC(=O)N1c2ccc(S(=O)(=O)CCC(=O)N3CCn4c3nc3ccccc34)cc2CC1C (centres undefined)	6	9	0	0.4	0	-2.1	13	2	1	6
COc1ccccc1CNC(=O)COC(=O)c1sc(C)nc1C	-4	2	-4	0.8	0	-0.8	-10	0	6	-9
O=C(COC(=O)c1ncc(Cl)c(Cl)c1Cl)NCc1cccs1	1	-5	2	-0.2	1	-1.8	-2	-1	0	2
COCCCNC(=O)COc1ccc(-c2nccc(-c3ccccn3)n2)cc1	4	-1	4	-0.2	3	-1.1	-23	-4	-1	2
O=C(COc1ccc2ccc(=O)oc2c1)NC(Cc1ccc(Cl)cc1)C(=O)O (centres undefined)	-1	-3	-15	1.1	1	0.4	8	-1	2	-14
O=C(NC1CCCN(Cc2ccc(Cl)cc2)C1)c1c(F)cccc1F (centres undefined)	-10	-2	0	-0.9	1	-0.2	-12	0	2	-1
NS(=O)(=O)c1ccc(Nc2c([N+](=O)[O-])cncc2[N+](=O)[O-])cc1	3	3	1	1.0	1	0.3	23	-1	-6	1
CC(=O)c1cc(C#N)c(N2CCCCC2)nc1C	0	-12	11	-0.6	1	-0.4	0	-5	0	-1
COc1ccc(CC(=O)Nc2ncc([N+](=O)[O-])s2)cc1OC	-3	4	-4	0.1	0	-0.3	-18	0	-6	-5
COc1cccc(CNC(=O)COc2ccc(C(=O)c3ccccc3)cc2)c1	3	6	/	0.7	3	-2.3	/	-15	-6	11
COc1cccc2c1cc1c(=O)n(CC(=O)NC3CCCCC3)nc(C)n12	4	-4	-2	0.6	-3	-1.5	3	-1	9	1
CCn1c(SCC(=O)Nc2nccs2)nnc1C1CC1	-6	2	8	-0.2	3	0.0	30	0	-3	1
O=C1CSC(c2cccnc2)N1c1ccccc1 (centres undefined)	0	-10	6	0.6	/	-0.9	8	-1	-1	-10
Cc1ccc(S(=O)(=O)c2cc(Nc3ccccc3)ccc2O)cc1	0	-2	0	-1.3	-3	-0.6	-11	0	-7	-13
O=C(NC(Cc1ccccc1)C(=O)N1CCc2ccccc2C1)c1ccccc1 (centres undefined)	-1	-4	12	0.1	/	-2.2	/	-1	3	-3
Cc1cc(Cl)ccc1NC(=S)NC1CCCC1	-5	7	-2	-1.8	-4	0.5	-45	0	0	1
Cn1c(=O)c2c(SCC(=O)Nc3ccccc3F)nc(C3CC3)nc2n(C)c1=O	4	0	-9	0.8	1	7.5	-12	-1	3	6
CCOc1cc(Br)c(/C=C2/C(=O)N(C)C(=S)N2CC(=O)OC)cc1OC	-1	-3	-5	2.7	-5	-1.1	-26	-4	11	8
O=C(CCn1nc(-c2ccccc2)ccc1=O)NCCCN1CCCCCC1	-4	-28	-4	0.2	2	-0.8	-36	-1	-1	3
Clc1ccccc1CSc1nncn1NC/C=C/c1ccccc1	1	-1	6	1.7	-3	-0.5	32	-5	5	-13
O=C(NCCCN1CCCC1=O)c1ccc(NS(=O)(=O)c2ccccc2)cc1	-4	-8	-2	-0.7	-5	-2.6	24	1	0	1
CC(C)N(C(=O)CSc1nnc(NC(=O)c2cccs2)s1)C(C)C	-4	-1	-1	-0.4	-1	-0.2	25	4	3	2
Other records follow:
SMILES	Keap1 Nrf2 FP	Cardiac RTF inh	Rtt109 Vps75	C-LANA FP	CAL PDZ FP-1	CAL PDZ FP-2	SR-BI uptake up	DAGLB inhibitor	cardiac RTF act	PKA-R2B act
CC1CCCC(NC(=O)CSc2ncnc3ccccc23)C1C (centres undefined)	-4	-4	20	-4.9	-3	0.0	9	-4	-1	2
CC(NC(=O)NC1CCCCC1)c1ccc2c(c1)OCO2 (centres undefined)	2	6	-8	1.5	-5	-1.1	22	-2	1	6
CC1(C)Cc2c(cnn2-c2cccc(F)c2)C(NC(=O)Cn2cccn2)C1 (centres undefined)	-4	-4	-3	0.9	-4	-2.2	2	2	-2	2
COc1ccc(OC)c2nc3c(cc12)CCC3	-1	-11	3	-2.0	-5	0.7	6	-1	3	3
COc1ccccc1C(c1nnnn1Cc1ccccc1)N1CCN(C2CCCC2)CC1 (centres undefined)	-3	-6	-6	1.1	-1	-0.5	26	-5	1	-5
O=C1c2ccccc2C(=O)N1c1cccnc1	4	1	-5	0.3	-1	2.2	3	2	-1	2
CC(C)CNC(=S)NC(=O)c1ccc(Cl)cc1Cl	-3	5	/	0.9	-2	-0.5	-1	-8	-7	-11
O=C(Nc1ccc(Cl)c(Cl)c1)N1CC=CCC1	-4	-5	1	1.3	-3	-1.6	-18	-1	1	12
Cc1ccc(C)c(N2CCN(S(=O)(=O)c3ccc4c(c3)CC(=O)N4C)CC2)c1	-2	3	19	-3.3	5	-0.5	6	2	-1	-6
C/C(=N\NS(=O)(=O)c1ccc(Br)cc1)c1ccc2c(c1)OCO2	2	-7	5	-0.9	0	-1.8	2	-3	0	-7
CC(C)(O)C#Cc1ccc(CNC[C@H]2O[C@@H](n3cnc4c(N)ncnc43)[C@H](O)[C@@H]2O)s1	-4	-11	-3	1.7	-4	0.1	0	-3	-3	-7
CCn1nc(NS(=O)(=O)c2ccc(NC(C)=O)cc2)c2cc3cc(C)ccc3nc21	-1	-9	-1	0.2	3	-0.7	0	9	-5	7
